HCMV antiviral: qHTS Assay for inhibitors of the human cytomegalovirus (HCMV); HFF cells, HCMV-luciferase reporter, 72 h; hits give low values; activity change, negative = inhibition, % at 57.5 µM; 410,000 compounds, 4.5% hits; AID 1259415, 2018; in the data active = activity change below about -60%; inconclusive = no clear call, values can overlap the other calls; inactive = above about -39%
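Human foreskin fibroblasts infected with luciferase-reporter HCMV at MOI 1 PFU/cell, compounds at two doses. Luciferase measured 72 h post infection; normalized to buffer-only basal and Salinomycin (10uM) controls.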
AmpC detergent: qHTS Inhibitors of AmpC Beta-Lactamase (assay with detergent). P00811. AmpC hydrolysis of nitrocefin, absorbance 480 nm, 0.01% Triton. Potency, µM (highest dose often 114 µM), inactives show at the highest dose activity change, negative = inhibition, usual class: inhibitors. 370,000 compounds, 0.041% hits. AID 485294, 2010;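 also: potency is read from the fitted curve at half-maximal effect; 0% = no-compound wells and -100% = no-enzyme wells; nearly all actives have a fitted effect of over 25% in size; some results filed as inactive show a strong effect at the top dose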
Target sequence (P00811 whole entry, looked up): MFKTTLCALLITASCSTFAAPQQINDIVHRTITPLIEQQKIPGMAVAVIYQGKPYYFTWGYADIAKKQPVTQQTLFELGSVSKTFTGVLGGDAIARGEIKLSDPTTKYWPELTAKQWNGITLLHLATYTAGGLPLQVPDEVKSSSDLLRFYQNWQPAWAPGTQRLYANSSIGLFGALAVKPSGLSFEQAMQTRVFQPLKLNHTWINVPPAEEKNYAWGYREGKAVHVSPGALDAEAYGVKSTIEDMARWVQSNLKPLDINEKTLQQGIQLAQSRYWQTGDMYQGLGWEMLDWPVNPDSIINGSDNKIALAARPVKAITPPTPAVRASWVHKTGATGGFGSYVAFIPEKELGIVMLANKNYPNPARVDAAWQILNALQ
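AmpC (5.3 nM in the dispensed reagent) in 20 mM phosphate pH 7.0 with 0.01% (detergent screen) or 0.0001% Triton X-100 was preincubated with compounds for 15 min at room temperature. Nitrocefin was then added from an 800 uM solution, and hydrolysis was followed at 480 nm.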
AMA1 RON2 block: qHTS for Inhibitors of AMA1-RON; Towards Development of Antimalarial Drug Lead: Primary Screen. AlphaScreen AMA1-biotinylated RON2 peptide binding. Potency, µM (series often up to 58.2 µM), for the others: at the highest dose activity change, negative = inhibition, most hits filed as inhibitors. 360,000 compounds, 0.2% hits. AID 720542, 2013;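 also: potency is read from the fitted curve at half-maximal effect; 0% = vehicle wells and -100% = peptide control; nearly all actives have a fitted effect of over 45% in size; some results filed as inactive show a strong effect at the top dose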
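AMA1 (3D7) with his tag at 25 nM final met compounds first, then biotinylated RON2 peptide at 25 nM; detection used donor plus acceptor beads, 10 µg/mL apiece, read by AlphaScreen after 30 min at room temperature.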
Sm TGR inh: qHTS Assay for the Inhibitors of Schistosoma Mansoni Peroxiredoxins; Schistosoma mansoni thioredoxin glutathione reductase (TGR), Q962Y6; purified TGR, DTNB reduction, TNB absorbance 405 nm; Potency, µM (highest dose often 114 µM), for the others: at the highest dose activity change, negative = inhibition, hits mostly inhibitors; 360,000 compounds, 3% hits; AID 485364, 2010; also: potency is read from the fitted curve at half-maximal effect; nearly all actives have a fitted effect of over 60% in size
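Kinetic colorimetric format: TGR-catalysed, NADPH-driven DTNB reduction monitored via TNB absorbance. Enzyme dispensed at 20 nM; compound exposure 15 min at room temperature before reaction start.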
AmpC no deterg: qHTS Inhibitors of AmpC Beta-Lactamase (assay without detergent) | AmpC nitrocefin hydrolysis, absorbance 480 nm, 0.0001% Triton | Potency, µM (titrated, usually from 57.1 µM), for the others: at the top dose activity change, negative = inhibition, most hits filed as inhibitors | 330,000 compounds, 0.52% hits;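 also: potency is read from the fitted curve at half-maximal effect; plate controls were no compound for no effect and no enzyme for full effect; nearly all actives have a fitted effect of over 20% in size; some results filed as inactive show a strong effect at the top dose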
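20 mM phosphate pH 7.0 + 0.01% (detergent screen) or 0.0001% Triton X-100; 5.3 nM AmpC reagent; cpd preinc 15 min RT; nitrocefin (800 uM stock) to start; A480 q20 s × 4 min; Activity was normalised to no-enzyme and no-compound control wells.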
FBPA Giardia inh: qHTS Assay for Inhibitors of Fructose-1,6-bisphosphate Aldolase from Giardia Lamblia; A8B2U2; purified Giardia FBPA; Potency, µM (highest dose often 59.6 µM), for the others: at the top dose activity, negative = inhibition, actives largely listed as inhibitors; 290,000 compounds, 0.71% hits; AID 2451, 2010; also: potency is read from the fitted curve at half-maximal effect; nearly all actives have a fitted effect of over 55% in size
Target sequence (A8B2U2 whole entry, looked up): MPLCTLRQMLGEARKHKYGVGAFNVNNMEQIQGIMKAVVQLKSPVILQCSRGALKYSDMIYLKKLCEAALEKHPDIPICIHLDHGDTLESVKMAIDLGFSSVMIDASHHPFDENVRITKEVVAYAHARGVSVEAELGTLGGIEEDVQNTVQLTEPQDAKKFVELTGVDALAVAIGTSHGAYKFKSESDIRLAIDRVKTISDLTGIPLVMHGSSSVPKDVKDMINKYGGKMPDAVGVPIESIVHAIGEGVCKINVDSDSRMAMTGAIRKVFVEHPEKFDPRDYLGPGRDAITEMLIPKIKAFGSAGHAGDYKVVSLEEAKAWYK
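40 nM FBPA preincubated 10 min at RT with compound (up to 57.5 uM final), then substrate plus GAPDH/TPI/NAD/arsenate coupling and diaphorase/resazurin added. Fluorescence read after 20 min at RT, 525/598 nm.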
* = called active by the depositor; ? = inconclusive; nt = no result given; & = joins results of further samples; [ ] = another dose, or the depositor's remark. Unless noted, calls follow the shape of the dose curve; as a rule, active = well fitted curve in the direction sought with a large enough effect; inconclusive = small, poorly fitted or top-dose-only effect, or another doubt; inactive = no such curve, though single readings can be large; an effect the other way counts as inactive or inconclusive. Unless noted, % is scaled to controls: 0 for no effect and ±100 for the full control effect.

SMILES	HCMV antiviral	AmpC detergent	AMA1 RON2 block	Sm TGR inh	AmpC no deterg	FBPA Giardia inh
Cc1ccc(C(=O)Nc2ccc(CC(=O)O)cc2)o1	-29	-7%	-1%	-10%	-4%	2%
Cc1ccc(-n2nc3cc(C)c(NC(=S)NC(=O)/C=C/c4ccco4)cc3n2)cc1	-25	-13%	-9%[2.32 µM]	-23%	-51%	-3%
CNc1ccc(C2(O)C(=O)c3ccccc3C2=O)cc1	-6	3%	5%	0%	-14%	3%
Cc1ccc(CN(C)C(=O)c2cc(S(=O)(=O)N3CCOCC3)ccc2F)o1	29	nt	-17%	nt	2%	nt
O=S1(=O)N=C(N=Nc2c(O)[nH]c3ccccc23)c2ccccc21	3	-7%	-13%	4%	-19%	-27%
O=C(COc1ncnc2scc(-c3ccccc3)c12)NC1CCCc2ccccc21 (stereo unspecified)	21	-3%	8%	3%	-48%	-6%
CC(=O)c1c(C)c(C)c2n1CCn1c(C)ccc1-2	-30	2%	-27%	13µM*	0%	?
Cc1cc(=O)n2cc(-c3ccccc3)nc2[nH]1	4	2%	10%	4%	?	-10%
COCCOC(=O)C1=C(C)NC(=O)NC1/C=C/c1ccccc1 (stereo unspecified)	8	0%	-8%	-4%	-28%	-1%
COCCCn1c(=N)c(C(=O)NCc2ccco2)cc2c(=O)n3cccc(C)c3nc21	-6	-9%	nt	-3%	nt	nt
Cc1cccc(CSc2nncc(=O)[nH]2)c1	-9	-9%	-15%	2%	-2%	11%
CCOC(=O)C1=C(C)NC2=C(C1c1ccc([N+](=O)[O-])cc1)S(=O)(=O)c1ccccc12 (stereo unspecified)	-32	1%	6%	-1%	-18%	-5%
O=C(CC(=O)Nc1ccc(Cl)cc1)N/N=C\c1cccc(F)c1	13	0%	10%	11%	1%	nt
COc1ccc(N2CCN(C(=O)c3cnc(N4CCCC4)nc3C)CC2)cc1	-18	14%	nt	35%[activator]	nt	nt
O=C(/C=C/c1ccc(F)cc1)N1CCCN(C(=O)/C=C/c2ccc(F)cc2)CC1	1	6%	-3%	-2%	101%[activator]	2%
Cc1ccccc1NC(=O)CN(C)S(=O)(=O)c1cccc2cccnc12	88	3%	-2%	3%	2%	-4%
Cc1ccc(-n2ncc(C(=O)NC3CC3)c2C2CCN(C(=O)OC(C)(C)C)CC2)c(C)c1	?	1%	22%	-15%	117%[activator]	-10%
COc1ccc(/C=N/NC(=O)CCNc2n[nH]c(=O)[nH]c2=O)c(OC)c1	-20	-9%	3%	-5%	-26%	-5%
CCOc1ccc(C(NC(=O)c2cc(OC)c(OC)c(OC)c2)c2cc(Cl)c3cccnc3c2O)cc1 (stereo unspecified)	?	-6%	nt	11%	nt	nt
COc1ccccc1-c1nc(-c2ccccc2)nc(N2CCN(C)CC2)c1C#N	-30	?	?	12%	194%[activator]	1%
CCc1ccccc1NC(=O)CN1CCN(C(=O)CN2C(=O)NC3(CCCCC3C)C2=O)CC1 (stereo unspecified)	-22	-7%	-5%	?	38%	nt
CC1C(=O)NN=C1C(=O)N/N=C\c1ccc(O)cc1O (stereo unspecified)	-29	2%	-11%	2%	-16%	-23%
CCCS(=O)(=O)c1snnc1C	-72*	2%	-2%	-13%	-6%	6%
CC1CN(c2nc3ccccc3nc2C(C#N)C(=O)NC2CCCCC2)CC(C)O1 (stereo unspecified)	nt	-2%	nt	0%	18%	3%
COc1ccc(Cl)cc1NC(=O)N(C)CCc1c(C)nn(C)c1C	-9	7%	nt	-6%	nt	nt
CCCn1cc(S(=O)(=O)c2cc(C)ccc2C)c(=O)c2cc(F)c(N3CCCCCC3)cc21	8	-6%	nt	-3%	nt	nt
C/C(N)=C(/C#N)C(=O)COC(=O)CC12CC3CC(CC(C3)C1)C2	-22	1%	-8%	-2%	39%	2%
Cc1cccc(N2CCN(C(=O)c3cc4n(n3)C(C(F)(F)F)CC(c3ccco3)N4)CC2)c1C (stereo unspecified)	7	0%	-11%	-23%	127%[activator]	-2%
O=C(NCCc1nc2ccccc2[nH]1)c1cccc(Br)c1	-70*	0%	-1%	-4%	1%[2.29 µM]	7%
CS(=O)(=O)c1ccc(C(=O)OCC(=O)Nc2cccc(S(=O)(=O)N3CCCC3)c2)cc1	-24	-12%	6%	-1%	-54%	nt
O=C(NCc1ccccc1Cl)c1cc([N+](=O)[O-])ccc1Cl	51	-8%	0%	nt	-6%	-3%
COc1cc(NC(=O)c2ccc3c(c2)OCO3)ccc1NC(=O)c1cccs1	?	6%	5%	-7%	-17%	0%
CCNC(=O)NC(=O)C(C)OC(=O)C(C)(C)Oc1ccc(Cl)cc1 (stereo unspecified)	0	4%	0%	0%	22%	4%
COc1cc2c(cc1OC)CN(Cc1nc3ccsc3c(=O)[nH]1)CC2	102	7%	94%[activator]	-23%	8%	?
COc1ccc(N(CC(=O)N2CCC(C(N)=O)CC2)S(=O)(=O)c2ccccc2)cc1	18	2%	9%	-8%	5%	-8%
C/C(N)=C(/C#N)C(=O)CSc1nnc(-c2ccccc2Br)o1	46	4%	-9%	4%	-9%	-4%
CCOc1ccc(NC(=O)c2ccc(NC(=O)CSc3nc4ccccc4c(=O)[nH]3)cc2)cc1	20	-5%	6%	-4%	-25%	2%
CCOC(=O)C1(S(=O)(=O)c2ccccc2)CCN(Cc2ccc(Cl)cc2)CC1	-11	-12%	-5%	4%	33%	-19%
O=C(C1=C(O)C(=O)N(CCOCCO)C1c1ccccn1)c1cccs1 (stereo unspecified)	2	7%	-2%	-19%	-2%	?
CCN(C[C@H]1N[C@@](C)(C(=O)OC)[C@H]2C(=O)N(Cc3ccccc3)C(=O)[C@@H]12)S(=O)(=O)c1ccc(C)cc1	-2	nt	2%	nt	256%[activator]	nt

Rewritten with bars between the fields: part of the list above.
canonical_smiles | HCMV antiviral | AmpC detergent | AMA1 RON2 block | Sm TGR inh | AmpC no deterg | FBPA Giardia inh
CCNC(=O)NC(=O)C(C)OC(=O)C(C)(C)Oc1ccc(Cl)cc1 (stereo unspecified) | 0 | 4% | 0% | 0% | 22% | 4%
COc1cc2c(cc1OC)CN(Cc1nc3ccsc3c(=O)[nH]1)CC2 | 102 | 7% | 94%[activator] | -23% | 8% | ?

(next part)
SMILES	HCMV antiviral	AmpC detergent	AMA1 RON2 block	Sm TGR inh	AmpC no deterg	FBPA Giardia inh
COc1ccc2c(c1OC)CCC2=O	27	?	-2%	3%	-22%	0%
O=C(NC1CCCC1)c1ccc2nc(-c3ccco3)c(-c3ccco3)nc2c1	nt	2%	-10%	3.2µM*	-28%	?
O=C(NC(=O)c1ccccc1F)Nc1nc(-c2cccs2)cc(C(F)(F)F)n1	76	?	-5%	-5%	75%[activator]	-1%
Cc1[nH]c2ccccc2c1C(=O)C(C)OC(=O)c1ccc([N+](=O)[O-])o1 (stereo unspecified)	-6	-1%	-18%	?	-14%	?
CC(CNC(=O)CCC(=O)N1CCOc2ccc(Cl)cc21)c1ccccc1 (stereo unspecified)	-7	?	-8%	5%	120%[activator]	7%
COc1ccc(NC(=O)CSc2nc3sc(C)cc3c(=O)n2C)cc1	-27	6%	-1%	1%	-13%	nt
CCCCCn1c(-c2cccc(C)c2)nc2ccccc21	-13	21%	nt	-5%	nt	nt
C/C(=N\O)C1(C)N(O)C(C)(C)C(c2ccc(Br)cc2)=[N+]1[O-] (stereo unspecified)	-5	-5%	26%	-17%	-17%	0%
O=S(=O)(c1cccc(F)c1)N1CCN(Cc2ccc3c(c2)OCO3)CC1	57	?	-9%	7%	-13%	-1%
O=C(COC(=O)CNC(=O)c1cccc(OC(F)F)c1)NNC(=O)c1ccccc1	-3	0%	12%	-11%	-10%	nt
Cc1ccc(C(=O)N2CCN(Cc3cc(=O)n4nc(-c5ccccc5)sc4n3)CC2)cc1	-14	24%	nt	-4%	nt	nt
CC(C)(C)OC(=O)[C@H]1[C@H](c2ccc([N+](=O)[O-])cc2)C2(C(=O)c3ccccc3C2=O)C2c3ccccc3C=NN21 (stereo partly specified)	-35	-6%	-19%	-16%	-37%	-14%
O=C1CC(NS(=O)(=O)c2cccs2)CN1c1ccc(F)cc1 (stereo unspecified)	2	?	6%	-6%	32µM*	nt
OCCn1c(SCCOc2ccccc2F)nc2ccccc21	42	0%	7%	-5%	-6%	-2%
Cc1cc(NC(=O)CCN2CCCCC2)ccc1Br	5	-13%	5%	-2%	215%	-4%
Cc1cc(C)nc(NC(=O)c2c(-c3c(Cl)cccc3Cl)noc2C)n1	7	0%	3%	-9%	-21%	8%
CCn1cc(C(=O)O)c(=O)c2cc(F)c(N3CCN(S(=O)(=O)c4ccc(Br)cc4)CC3)cc21	nt	-1%	nt	0%	-11%	-23%
Cc1ccc(C(C)C)c(OCC(=O)OCC(=O)NC2CCS(=O)(=O)C2)c1 (stereo unspecified)	-13	-15%	-7%	1%	11%	nt
CC(=O)Nc1ccccc1C(=O)OCC(=O)Nc1ncccn1	13	-14%	0%	1%	-3%	6%
C=CCOc1ccc(/C(CC)=N/O)c(OC)c1	9	-11%	-7%	-1%	-24%	3%
CCc1cccc(CC)c1N(COC)C(=O)Cn1nnc2ccccc21	25	?	-5%	-3%	33%	14%
Cc1cc(Nc2ccc(O)cc2)n2c(nc3ccccc32)c1C#N	-4	1%	17%	-7%	-23%	4%
COc1cc(OC)cc(-n2nnnc2SCC(=O)Nc2ccc(C(C)=O)cc2)c1	8	3%	-9%	9%	-2%	2%
Cc1ccc(S(=O)(=O)NC(C)C(c2cccs2)N2CCN(C)CC2)cc1 (stereo unspecified)	-16	?	-10%	-20%	-6%	-1%
CCc1ccccc1N1C(=O)/C(=C/c2ccc(N3CCN(C)CC3)o2)C(=O)NC1=S	?	?	-2%	-11%	-15%	-7%
CCOc1ccccc1N1CC(C(=O)N(CC)C2CCS(=O)(=O)C2)CC1=O (stereo unspecified)	-12	nt	-9%	nt	1%	nt
COc1ccc(-c2nn3c(COc4ccccc4)nnc3s2)cc1OC	55	-8%	-15%	-20%	119%[activator]	17%
Cc1cc(C)cc(-n2c(SCC(=O)N3CCc4ccccc43)nc3c([nH]c4ccccc43)c2=O)c1	15	-6%	nt	3%	nt	nt
COc1ccc(Cl)cc1NC(=O)CCCn1c(=O)c2cccn2c2cccnc21	-6&11	-1%	-4%	1%	nt	nt
COc1ccc(CNC(=O)C2=CC(c3ccc(OC)cc3)=NS(=O)(=O)N2C)cc1	-35	-11%	-6%	0%	-45%	-6%
CCC1(CC)Cc2ccccc2-c2nc3ccccc3c(=O)n21	?	?	-5%	12%	-19%	-1%

Look-ups from the results shown.
Entry for COc1ccc(CNC(=O)C2=CC(c3ccc(OC)cc3)=NS(=O)(=O)N2C)cc1 in AmpC no deterg: -45%
Entry for COc1ccc(-c2nn3c(COc4ccccc4)nnc3s2)cc1OC in AmpC detergent: -8%
Entry for Cc1cc(C)cc(-n2c(SCC(=O)N3CCc4ccccc43)nc3c([nH]c4ccccc43)c2=O)c1 in Sm TGR inh: 3%

Bioassay records from PubChem.
